NOD1 inhibition: inhibition of NOD1-driven NF-kB reporter – cell-based, luminescence, uHTS, primary screen (AID 1578). NOD1-driven NF-kB luciferase reporter cells, luminescence; higher % means a stronger effect. hit rate 1% among 290,000. one-dose inhibition, % at 4 µM; EC50 in µM for titrated hits; in the data active = inhibition mostly above about 36%, no sharp cut-off; inactive = mostly below about 34%;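 also: HEK-293T reporter cells stimulated with the NOD1 agonist gamma-tri-DAP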
GPR35 antagonists: inhibition of zaprinast-stimulated GPR35 beta-arrestin translocation – imaging, U2OS, beta-arrestin-GFP, zaprinast agonist, primary screen (AID 2058); inhibition, % at 10 µM, or IC50 in µM where a hit was titrated; U2OS GPR35 beta-arrestin-GFP translocation imaging, zaprinast antagonism; higher % means a stronger effect; hit rate 0.052% among 290,000;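 active = inhibition of at least 50% with at least 30 cells and total cytoplasm GFP at most 10,000,000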
Rac1 GTP hydrolysis: MgcRacGAP GTPase-activating activity inhibitors, confirmation, biochemical, ADP Hunter fluorescence; MgcRacGAP-stimulated Rac1 GTP hydrolysis, ADP Hunter fluorescence; higher % means a stronger effect; GST-tagged Rac1 F28L mutant substrate; one-dose inhibition, % at 30 µM; IC50 in µM for titrated hits; hit rate 0.6% among 340,000;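 active = first-screen hits whose inhibition reached a set limit at any dose in the follow-up dose series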;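 also: fluorescence reports GDP produced by GAP-driven GTP hydrolysis; strong numbers were not always called active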
UTI89 phage lysis: protection from phage-mediated lysis, alamar blue read-out – E. coli UTI89, K1F phage, bacterial capsule biogenesis inhibitors (AID 488966); E. coli UTI89 K1F phage lysis, alamar blue, 2 h; higher % means a stronger effect; hit rate 0.02% among 340,000; one-dose inhibition, % at 100 µM; IC50 in µM for titrated hits;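 active = phage lysis inhibition, versus mean bacterial control, above a set limit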;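 also: capsule biogenesis inhibitors block K1F phage lysis so surviving cells raise fluorescence; higher fluorescence means more inhibition of phage lysis; actives were called in the ten point dose series up to 300 µM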
GPR55 activation: selective activators of receptor GPR55 – imaging, U2OS cells, beta-arrestin-GFP redistribution, primary screen (AID 1961) | U2OS GPR55 beta-arrestin-GFP redistribution imaging; higher % means a stronger effect | one-dose activation, % at 10 µM; EC50 in µM for titrated hits | hit rate 0.048% among 290,000;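 active = activation above 40% with more than 50 cells counted in the well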;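 also: U2OS osteosarcoma cells stably expressing GPR55 and beta-arrestin-GFP; plate controls were DMSO negative control for no effect and LPI positive control for full effect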
NTR1 agonist: agonists of NTR1, primary screen, imaging, U2OS cells, beta-arrestin-GFP, high content (AID 493036) | NTR1-U2OS beta-arrestin-GFP spot imaging, agonist mode | activation, % at 20 µM | hit rate 0.17% among 330,000;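 active = activation at or above 40% of the spot to cytoplasm intensity ratio, with at least 20 cells analyzed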;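 also: 0% = DMSO without peptide and 100% = 100 nM NTR1 peptide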
Target sequence (P30989 whole entry, looked up): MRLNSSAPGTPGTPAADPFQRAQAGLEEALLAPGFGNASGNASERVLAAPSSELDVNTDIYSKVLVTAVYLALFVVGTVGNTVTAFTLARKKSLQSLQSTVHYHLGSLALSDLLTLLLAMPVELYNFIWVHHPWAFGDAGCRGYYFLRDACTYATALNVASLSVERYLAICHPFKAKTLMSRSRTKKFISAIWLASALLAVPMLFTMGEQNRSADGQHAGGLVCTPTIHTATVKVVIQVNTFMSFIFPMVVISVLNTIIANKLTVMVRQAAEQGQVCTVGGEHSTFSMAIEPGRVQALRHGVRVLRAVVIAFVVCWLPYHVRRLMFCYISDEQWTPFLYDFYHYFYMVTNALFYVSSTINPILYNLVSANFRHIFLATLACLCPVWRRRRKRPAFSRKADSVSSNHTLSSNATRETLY
GPR55 antagonists: inhibition of LPI-stimulated GPR55 beta-arrestin translocation – imaging, U2OS, beta-arrestin-GFP, LPI agonist, primary screen (AID 2013). U2OS GPR55 beta-arrestin-GFP translocation imaging, LPI antagonism; higher % means a stronger effect. hit rate 0.13% among 290,000. inhibition, % at 10 µM, or IC50 in µM where a hit was titrated;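 active = spots per cell inhibited over 60%, with over 100 cells counted and total cytoplasm intensity under 500,000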;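 also: U2OS cells stably carrying GPR55 and arrestin-GFP stimulated by 5 µM LPI near EC80; imaged beta-arrestin-GFP aggregate spots per cell after agonist stimulation; plate controls were LPI-stimulated DMSO wells for no effect and DMSO wells without LPI for full effect; some results filed as inactive read as strong as hits; confirmed hits need IC50 under 10 µM and bright autofluorescent wells are also inconclusive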
KOR beta-arrestin-1: KOR antagonists, beta-arrestin recruitment, cell-based, luminescence, uHTS (AID 1778); KOR beta-arrestin recruitment, luminescence, antagonist mode; higher % means a stronger effect; inhibition, % at 10 µM, or IC50 in µM where a hit was titrated; hit rate 0.091% among 290,000; in the data active = inhibition above about 50%; also: strong numbers were not always called active
KOR beta-arrestin-2: KOR agonists, beta-arrestin recruitment, primary screen, cell-based, luminescence, uHTS (AID 1777); KOR beta-arrestin recruitment, luminescence; higher % means a stronger effect; hit rate 0.02% among 280,000; activation, % at 10 µM; hits with a dose series show EC50 in µM; in the data active = activation above about 50%, passing the limit was not always enough; also: a part of the inactive calls stands beside numbers as strong as those of hits
NTR1 agonist cell count 20 µM: further read-out of NTR1 agonist, marked with its call; cell count; measured here: cell count, cytotoxicity flag
* = called active by the depositor; nt = not tested or not shown; [ ] = remark or other dose. These rows are one share of the data, so the mix of outcomes need not match the whole.

Fields – NOD1 inhibition, GPR35 antagonists, Rac1 GTP hydrolysis, UTI89 phage lysis, GPR55 activation, NTR1 agonist, NTR1 agonist cell count 20 µM, GPR55 antagonists, KOR beta-arrestin-1, KOR beta-arrestin-2
1) CC(=O)CC1(C)OC(N)=C(C#N)C1(C#N)C#N (stereo not drawn)
  -11%, 7%, -8%, -0.5%, 0.0%, -0.1, 62, -2%, 26%, -2.5%
2) O=C1NC2(Nc3ccccc31)C(=O)Nc1ccccc12 (stereo not drawn)
  -45%, -1%, 10%, 2.1%, -0.2%, 0.5, 35, 1%, -3%, 0.7%
3) COc1ccc(C[C@@H]2CN3C(=NC[C@@H]3Cc3ccc(O)cc3)N2C[C@H](C)NC(=O)CCC2CCCCC2)cc1
  -5%, -6%, 9%, 0.2%, 0.0%, 13, 72, 12%, 18%, 1.5%
4) CCC(CC)c1nnc(NC(=O)CS(=O)(=O)c2ccccc2)s1
  -21%, -14%, 8%, 0.0%, 0.3%, -2.1, 46, 0%, 5%, 1.7%
5) CCN1CCN(CC(O)COc2ccc3c(C)cc(=O)oc3c2)CC1 (stereo not drawn)
  -19%, 7%, 7%, 0.6%, -0.2%, 1.7, 66, 2%, -28%, 2.8%
6) Cc1ccc(N(CC(=O)Nc2ccc3c(c2)OCCO3)S(=O)(=O)c2c(C)noc2C)cc1
  -15%, -7%, 3%, 3.7%, 7.9%, -0.9, 82, 7%, 14%, 0.4%
7) COc1ccc(S(=O)(=O)N2CCN(CCC(=O)Nc3ccc(F)cc3)CC2)cc1
  5%, 9%, 7%, 3.2%[50 µM], -0.2%, -1.8, 71, -8%, 16%, -0.6%
8) CC(=O)Nc1ccc(S(=O)(=O)Nc2ccc3c(c2)CCC3)cc1
  nt, 8%, 2%, 0.0%, -0.2%, 1.2, 44, -2%, -13%, 16%
9) COc1ccc([N+](=O)[O-])cc1N(CC(=O)N1CCOCC1)S(C)(=O)=O
  19%, -23%, 2%, 0.4%, -0.1%, -1.7, 81, 8%, -51%[20 µM], 0.2%
10) O=S(=O)(c1cccc(-c2csc(N/N=C/c3ccco3)n2)c1)N1CCOCC1
  -3%, 24%, 15%, 0.3%, -0.3%, 19, 54, 5%, 12%, -2.5%
11) Cc1ccc(CNC(=O)CCS(=O)(=O)c2ccc(Br)s2)cc1
  24%, -4%, 4%, 0.9%, -0.1%, -0.5, 96, -5%, -44%, 5.3%
12) Cc1cccnc1CCNC(=O)C1CCC(=O)N(Cc2cccc(F)c2)C1 (stereo not drawn)
  -25%, 5%, 4%, 0.3%, 0.4%, -0.3, 67, 24%, 21%, -1.6%
13) O=C(COC(=O)c1ccc(F)cc1F)NC1CC1
  -12%, -4%, 7%, 0.2%, -0.4%, -1.0, 96, 12%, -10%, -0.2%
14) COc1ccccc1/C=C/C=C1\Oc2c(ccc(O)c2CN2CCN(CCO)CC2)C1=O
  5%, -5%, 9%, 6.1%, 0.4%, -0.5, 54, -3%, 17%, -1.4%
15) Cc1cc(C)n(/N=C/c2cccc([N+](=O)[O-])c2)c(=O)c1
  27%, 4%, -4%, 4.7%, -0.8%, 1.6, 47, 6%, -22%, 13%
16) O=C(NCCO)c1ccc(Cl)c(Cl)c1
  -13%, 1%, -1%, -0.5%, 0.3%, 1.4, 63, -12%, -10%, -2.1%
17) CCOC(=O)N1C2=NC(C(=O)OC)=C(C(=O)OC)[C@@H]3Nc4ccccc4[C@]23C[C@H]1C(=O)OC
  -1%, -9%, 10%, 3.8%, 0.4%, -3.6, 94, 0%, 15%, -1.5%
18) Cc1nc(C)n(CC(=O)N2CCCC(C(=O)c3ccc(C(F)(F)F)cc3)C2)n1 (stereo not drawn)
  -17%, 8%, 10%, 0.4%, 0.1%, 2.5, 96, -3%, -3%, -0.6%
19) O=C(Nc1ccccc1N1CCOCC1)c1cc(-c2ccco2)nc2ccccc12
  24%, -9%, 11%, 0.7%, -0.2%, 8.2, 54, 11%, -151%, -3.3%
20) c1ccc(N=P(c2nc3ccccc3o2)(N2CCOCC2)N2CCOCC2)cc1
  -34%, -6%, -4%, 1.9%, 0.2%, -0.7, 55, -6%, 7%, -0.9%

More records
Fields – NOD1 inhibition, GPR35 antagonists, Rac1 GTP hydrolysis, UTI89 phage lysis, GPR55 activation, NTR1 agonist, NTR1 agonist cell count 20 µM, GPR55 antagonists, KOR beta-arrestin-1, KOR beta-arrestin-2
21) O=C(Nc1ccc(Cl)cc1)C1C2CCC3C(CCC21)C3(Cl)Cl (stereo not drawn)
  -2%, 1%, 2%, 0.3%, 0.0%, nt, nt, 9%, -5%, 13%
22) CNc1nc(Nc2ccc(Br)cc2)nc(N)c1[N+](=O)[O-]
  -61%, nt, 8%, 2.0%, -0.3%, 3.3, 59, 6%, 10%, 1.9%
23) Cc1nonc1OCCNc1ccc([N+](=O)[O-])cc1[N+](=O)[O-]
  1%, 6%, 1%, -4.0%, -0.4%, nt, nt, 16%, 1%, -2.8%
24) CC1CCN(C(=O)CCC(=O)N2CC(C)Oc3ccccc32)CC1 (stereo not drawn)
  26%, -2%, 4%, 4.3%, 0.0%, 3.5, 79, 9%, -14%[20 µM], -0.7%
25) O=c1cnnc(NCc2ccccc2)[nH]1
  -17%, 2%, 8%, -4.6%, -0.1%, 0.8, 51, -6%, -6%, 1.1%
26) COc1cc(/C=C2\SC(=Nc3ccc(Cl)c(C(=O)O)c3)NC2=O)c(Br)c(Br)c1O
  -22%, 4%, 14µM*, -1.6%, -0.2%, 0.0, 58, -2%, 6%, 0.8%
27) Cc1ccc(S(=O)(=O)NCC[C@@]2(C)C3CCC2(C)C(=O)C3)cc1 (stereo partly drawn)
  0%, 12%, 13%, -0.1%, -0.1%, 1.3, 58, -3%, nt, 0.5%
28) CCOC(=O)c1ccc(NC(=O)C2CCCN(S(=O)(=O)c3cnc[nH]3)C2)cc1 (stereo not drawn)
  -6%, 3%, 0%, 7.1%, 0.3%, 0.9, 58, 4%, 29%, 1.3%
29) COCCc1nnc(NC(=O)C23CC4CC(CC(C4)C2)C3)s1
  -34%, 12%, 6%, 2.1%, -0.1%, 2.7, 54, -14%, -23%[20 µM], -6.1%
30) CN(C)S(=O)(=O)c1ccc(C(=O)OCn2nnc3ccccc3c2=O)cc1
  -21%, 8%, 5%, -1.1%, 0.3%, 1.0, 89, -2%, 10%, -4.3%
31) CCOC(=O)c1ccc(COC(=O)CCc2nc(-c3ccccc3)c(-c3ccccc3)o2)cc1
  3%, -3%, 7%, 6.1%, -0.1%, 3.3, 81, 1%, 9%, 0.3%
32) CC(=O)c1c(C)[nH]c(C(=O)Nc2ccc(C)cn2)c1C
  59%, -16%, 4%, 1.4%, -0.1%, -5.8, 80, -13%, -20%, 70%
33) COc1ccc(OCCn2c(NC(=O)c3ccco3)nc3ccccc32)cc1
  9%, 6%, 11%, -0.3%, 0.3%, 0.1, 38, -4%, 48%, 0.7%
34) CCOC(=O)COc1c(Cl)cc(C2NC(=S)NC(c3ccccc3)=C2C(C)=O)cc1OCC (stereo not drawn)
  34%, 9%, 0%, 1.5%, -0.3%, 2.2, 53, 2%, 8%, -1.9%
35) CC(=O)N1CCN(C(=O)CSc2cc(C)c(Br)cc2C)CC1
  -24%, 7%, -1%, 0.1%, 0.3%, -0.6, 77, 11%, -18%, 10%
36) Cc1cc2oc(C(=O)NCc3ccc(S(N)(=O)=O)cc3)c(C)c2cc1C
  -22%, 2%, 4%, 0.0%, 0.5%, -0.4, 35, 6%, -41%, 12%
37) CC(=O)N1CCOc2ccc(S(=O)(=O)NCC3CCC(C(=O)Nc4ncccc4C)CC3)cc21 (stereo not drawn)
  -14%, 26%, 13%, 0.2%, 0.7%, 0.5, 59, 8%, -24%, 3.5%
38) Cc1cccc(C)c1NC(=O)N1C2CCC1CC(O)(c1cccnc1)C2 (stereo not drawn)
  -19%, -2%, 6%, 1.8%, 0.0%, -0.6, 51, 0%, -28%, 2.8%
39) COC(=O)c1ccccc1NC(=O)CCC(=O)N1CC(C)Oc2ccc(C)cc21 (stereo not drawn)
  -37%, -18%, 9%, 0.9%, -0.1%, 0.6, 46, 11%, 12%[20 µM], 0.9%
40) N#CC1=C(SCC(=O)c2ccccc2)NC2=C(C(=O)CCC2)C1c1ccco1 (stereo not drawn)
  -35%, 10%, 14%, -0.8%, 0.2%, 8.2, 67, -6%, -140%, 6.9%

Going on with the list.
Fields – NOD1 inhibition, GPR35 antagonists, Rac1 GTP hydrolysis, UTI89 phage lysis, GPR55 activation, NTR1 agonist, NTR1 agonist cell count 20 µM, GPR55 antagonists, KOR beta-arrestin-1, KOR beta-arrestin-2
41) Cc1ccc(S(=O)(=O)N2CCCC(C(=O)N3CCN(c4ccccc4)CC3)C2)cc1 (stereo not drawn)
  -15%, -9%, 7%, 1.2%, -0.2%, 0.9, 62, -6%, 4%, 1.1%
42) CN=C1SC(CC(=O)Nc2ccccc2F)C(=O)N1C (stereo not drawn)
  -17%, 4%, -1%, 0.1%, -0.1%, -0.3, 41, -3%, 21%, 0.2%
43) O=C(NC1CCCCCC1)C1CCN(c2nc3ccccc3o2)CC1
  20%, 3%, 6%, 2.0%, -0.1%, 3.1, 59, 8%, 10%, 2.6%
44) Cn1c(C(=O)N2CCN(C3CCCCC3)CC2)cc2c(=O)n(C)c3ccccc3c21
  -2%, -2%, nt, nt, -0.2%, nt, nt, 14%, -14%, 2.5%
45) O=C(COc1ncnc2ccccc12)Nc1cccc([N+](=O)[O-])c1
  -29%, 0%, 3%, 0.0%, -0.2%, -0.3, 65, -12%, 6%, -2.9%
46) Cc1cccc(-c2onc3ccc(C4(C)OCCO4)cc23)c1
  12%, 5%, 5%, 1.8%, -0.2%, -4.0, 97, -11%, -5%, nt
47) COc1cc(O)sc1C=Nc1ccc(Cl)cc1Cl
  -38%, 2%, 3%, 1.2%, -0.2%, 7.9, 79, 5%, -7%, -1.8%
48) CCOc1ccc(S(=O)(=O)Nc2ccc(C(=O)N3CCCC3)cc2)cc1
  -34%, 0%, 9%, 0.0%, -0.1%, 0.2, 63, 3%, 0%, 12%
49) CC1=NN(C(=O)c2ccc(Br)cc2)C(O)(C(F)(F)OC(F)(F)F)C1 (stereo not drawn)
  14%, 10%, 3%, -0.6%, -0.1%, 3.0, 79, 4%, -9%, -1.8%
50) CC(C)n1c(SCCCc2ccccc2)nc2c1c(=O)[nH]c(=O)n2C
  -6%, -11%, 8%, -0.4%, -0.1%, nt, nt, 7%, -36%, 0.1%

Screening results (PubChem)
